High-throughput results deposited in PubChem BioAssay by National Center for Advancing Translational Sciences (NCATS).
A350 autofl: A350 region autofluorescence; Compound autofluorescence, 340/450 nm, Alexa 350 dye-equivalents; active compounds read high; max dye-equivalent concentration, M; 59,000 tested, 11% active; AID 590; in the data active = max dye-equivalent concentration above about 10 nM; inconclusive = mostly about 1.1 nM to 9.6 nM
4-MU autofl: compounds fluorescent in 4-MU spectral region | compound autofluorescence, 340/450 nm, 4-MU equivalents; active compounds read high | max dye-equivalent concentration, M | 59,000 tested, 11% active | AID 589; in the data active = max dye-equivalent concentration above about 10 nM; inconclusive = mostly about 1.1 nM to 9.6 nM
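Compounds in 100 mM Tris, pH 8.0, sat 15 min at room temperature before fluorescence was read at 340 nm excitation/450 nm emission; a per-plate six-point 4-MU standard curve converted signals to dye-equivalent concentration at each compound concentration.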
BRCT inh red: BRCT-phosphoprotein interaction inhibition (red fluorophore); BRCT-phosphopeptide binding, red fluorescence polarization; Potency, µM (top dose mostly 76.9 µM), for the others: at the top dose activity change, negative = inhibition, most hits filed as inhibitors; 75,000 tested, 0.03% active; AID 892; note: % is set by controls: 0 for no effect and ±100 for the full control effect
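Rhodamine-labelled pBACH1 10-mer (100 nM) bound to BRCT domain (100 nM) at pH 7.3; compounds incubated 12 min room temperature, polarization read. Free peptide defines full inhibition; unlabelled decapeptide titrated as control.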
Epigenetic mod: epigenetic GFP locus derepression in mouse cells | AID 597 | mouse C127i GFP locus derepression, cytometry, 30 h | Potency, µM (top dose mostly 46.1 µM), for the others: at the top dose GFP derepression (activation) | 68,000 tested, 0.09% active; note: % of control where 0% means no effect
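Derepression screen: silenced CMV-GFP reporter in murine C127i cells, 30 h compound incubation at 37 C, washed cells imaged by laser-scanning cytometer to enumerate GFP-expressing objects of 20 to 120 um.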
BRCT inh green: BRCA1 BRCT-phosphoprotein interaction inhibition; P38398; BRCA1 BRCT-phosphopeptide binding, green fluorescence polarization; Potency, µM (doses to about 76.9 µM), without a hit: at the top dose activity change, negative = inhibition, usual class: inhibitors; 75,000 tested, 0.05% active;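 note: potency is the fitted concentration of half-maximal effect; plate controls were peptide without protein for full effect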
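Compounds were incubated for 12 min at room temperature with a complex of 100 nM fluorescein-tagged pBACH1 decapeptide and 250 nM His-tagged BRCT protein. Buffer was phosphate pH 7.3 with EDTA, DTT and Tween 20. Disruption of binding lowers the polarization signal.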
Ub-GFP proteasome: proteasome inhibitors stabilizing ubiquitin-GFP reporter; Ubiquitin-GFP reporter cells, proteasome inhibition, GFP fluorescence; response scale: untreated = 0%, 10 µM MG-132 = 100%; Potency, µM (titrated, usually from 45.9 µM), without a hit: at the top dose activation (GFP accumulation), hits mostly activators; 67,000 tested, under 10 active; active = well fitted activation curve with a large enough effect, not every such curve was filed as active; inconclusive = small, poorly fitted or top-dose-only effect, or another doubt; inactive = no such curve, though single readings can be large or run the other way; note: potency is the fitted concentration of half-maximal effect
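U2OS cells stably expressing ubiquitin(G76V)-GFP, seeded overnight in 0.5% FBS medium, were exposed to compounds (qHTS, 46 uM to 2.9 nM) for 4 hr at 37 °C. GFP-positive cells were counted by laser cytometry (488 ex/515 em), normalized between basal and 10 uM MG-132.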
CRE Fsk mod: CRE-bla signaling modulation under forskolin stimulation. CHO CRE-bla reporter (cAMP response element driving beta-lactamase), forskolin EC10, beta-lactamase ratio. Potency, µM (doses to about 38.2 µM), for inactives: at the top dose activity change, negative = inhibition, most hits filed as activators. 71,000 tested, 2.5% active. AID 662; active = well fitted activation curve with a large enough effect in the signal ratio, with a control signal flat, not every such curve was filed as active; inconclusive = small, poorly fitted or top-dose-only effect, or effect the other way, or a change in a side signal; the % refers to the signal ratio; note: potency is the fitted concentration of half-maximal effect; % of control where 0% means no effect
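CRE-bla CHO reporter cells treated with compound titration plus EC10 NKH 477 (water-soluble forskolin), incubated 3 h at 37 °C; CCF4 loading 2 h at room temperature, 460/530 nm emission ratio read, AC50 values derived for positive or negative modulators.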
ALOX15 inhib: 15-hLO (ALOX15) enzyme inhibition. P16050. purified 15hLO-1, xylenol orange hydroperoxide absorbance. Potency, µM (highest dose often 57.1 µM), for the others: top-dose activity change, negative = inhibition, hits mostly inhibitors. 74,000 tested, 1.4% active; note: potency is the fitted concentration of half-maximal effect; % is set by controls: 0 for no effect and ±100 for the full control effect; nearly all actives have a fitted effect of over 55% in size
Target sequence (P16050 whole entry, looked up): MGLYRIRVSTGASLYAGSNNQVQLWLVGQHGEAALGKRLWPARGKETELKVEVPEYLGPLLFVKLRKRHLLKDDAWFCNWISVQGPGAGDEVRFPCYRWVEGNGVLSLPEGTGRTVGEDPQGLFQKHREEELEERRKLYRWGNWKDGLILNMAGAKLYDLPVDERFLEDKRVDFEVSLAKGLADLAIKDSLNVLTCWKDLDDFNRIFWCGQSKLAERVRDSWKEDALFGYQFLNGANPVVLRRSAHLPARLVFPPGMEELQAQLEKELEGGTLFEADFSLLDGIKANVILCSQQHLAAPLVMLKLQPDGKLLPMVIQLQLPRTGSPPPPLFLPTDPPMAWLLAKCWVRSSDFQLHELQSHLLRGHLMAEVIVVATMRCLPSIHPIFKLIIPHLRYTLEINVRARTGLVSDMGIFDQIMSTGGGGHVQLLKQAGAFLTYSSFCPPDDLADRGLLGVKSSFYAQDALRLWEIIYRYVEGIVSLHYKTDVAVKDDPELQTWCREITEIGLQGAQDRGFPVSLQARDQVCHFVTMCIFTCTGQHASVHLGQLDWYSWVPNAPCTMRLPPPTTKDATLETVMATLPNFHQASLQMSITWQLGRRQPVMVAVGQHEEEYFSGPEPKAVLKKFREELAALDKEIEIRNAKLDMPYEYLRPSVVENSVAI
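Purified human 15hLO-1 (40 nM final) in 25 mM Hepes pH 7.5, 0.01% Triton X-100 was preincubated with compound 15 min at room temperature, then reacted 6 min with 50 uM arachidonic acid; hydroperoxide detected by Fe-XO, 573/405 nm absorbance ratio.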
Pol III holo inh: DNA polymerase III holoenzyme inhibition | Potency, µM (highest dose often 57.1 µM), for inactives: top-dose activity change, negative = inhibition | 71,000 tested, 0.25% active | reconstituted DNA polymerase III holoenzyme replication, biochemical; note: potency is the fitted concentration of half-maximal effect; % is set by controls: 0 for no effect and ±100 for the full control effect
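Reconstituted *E. coli* holoenzyme (0.35 nM Pol III, 1 nM beta, 154 nM SSB, 2 nM primase) was preincubated with compound for 15 min at RT. Synthesis on 1.4 nM ssM13Gori ran 35 min, then was stopped with PicoGreen/EDTA and read as dsDNA fluorescence.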
Hsp90 Hop PPI: changes Hsp90-Hop TPR2A binding signal, up or down; AlphaScreen TPR2A-His6 binding biotin-Hsp90 C-terminal peptide; Potency, µM (series often up to 57 µM), inactives show top-dose activity change, negative = inhibition; 71,000 tested, 0.44% active; AID 595; active = well fitted curve in either direction with a large enough effect; inconclusive = small, poorly fitted or top-dose-only effect, or another doubt; note: potency is the fitted concentration of half-maximal effect; % is set by controls: 0 for no effect and ±100 for the full control effect; many of its hits are not listed in these tables
HBB splicing: modulators of hemoglobin beta chain splicing. HBB splicing reporter cell assay, activation; EGFP reporter with mutant IVS2-654 intron; response scale: normalised to 500 nM splice-correcting PNA. Potency, µM (highest dose often 46.1 µM), without a hit: at the top dose activation, usual class: activators. 65,000 tested, 0.06% active. AID 925; note: potency is the fitted concentration of half-maximal effect; 0% is about no effect
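Compounds were applied for 2 days to HeLa EGFP-654 cells, 500/well in Optimem with 2% FCS. The reporter's EGFP is disrupted by mis-splicing of beta-globin intron IVS2-654. Readout: summed well GFP fluorescence from 488 nm laser scanning; reference was 500 nM antisense […] 654 PNA.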
* hit, by the source's call; i = inactive; ? = inconclusive; · = not tested or not shown; [ ] = remark or other dose. Unless noted, calls come from the whole dose curve; as a rule, active = well fitted curve in the direction sought with a large enough effect; inconclusive = small, poorly fitted or top-dose-only effect, or another doubt; inactive = no such curve, though single readings can be large; an effect the other way counts as inactive or inconclusive.

Values run as follows: A350 autofl	4-MU autofl	BRCT inh red	Epigenetic mod	BRCT inh green	Ub-GFP proteasome	CRE Fsk mod	ALOX15 inhib	Pol III holo inh	Hsp90 Hop PPI	HBB splicing
1. O=C(Nc1cccnc1)c1cc2c(ccc3ccccc32)o1
  ·	·	1.8%	0%	-0.7%	18%	-6%	?	-23%	-9%	0.2%
2. CC(C)CNC(=O)C1C2C=CC(C2)C1C(=O)O (configuration not stated)
  i	i	0.7%	-1%	-0.7%	9%	-4%	-1%	-4%	-6%	·
3. C=CCSc1nc2ccccc2n1Cc1nnc(-c2cccs2)o1
  2.2e-08M*	2.5e-08M*	-0.9%	-2%	4.4%	-4%	?	-6%	-4%	-1%	-0.2%[57.5 µM]
4. O=c1/c(=C/c2ccc(CNS(=O)(=O)c3ccccc3)o2)sc2n1CCN=2
  ?	?	-1.3%	-4%	0.2%	1%	11%	-16%	-8%	-13%	-0.2%[57.5 µM]
5. COc1ccc(-c2nnc3n2-c2ccccc2SC3)cc1OC
  i	i	1.2%	-1%	0.3%	4%	14%	-5%	0%	-3%	0.2%[57.5 µM]
6. CCOC(=O)N1CCN(C(=O)Cc2ccc(Cl)cc2)CC1
  ·	·	0.2%	0%	1.9%	-12%	-5%	8%	-6%	-1%	0.9%
7. CC(C[N+](C)(C)C)OC(N)=O (configuration not stated)
  i	i	-0.5%	-4%[20.6 µM]	0.7%[3.08 µM]	·	·	-7%	·	·	·
8. O=C(c1cc(-c2ccccc2)on1)N1CCN(C(=O)c2ccco2)CC1
  i	i	-2.4%	2%	-0.9%	-5%	-10%	2%	2%	-1%	0.1%
9. O=c1[nH]c2c(n(C3CCCCC3)c1=O)CCC2
  i	i	-0.9%	0%	2.6%	-7%	0%	3%	-8%	2%	0.5%[57.5 µM]
10. CCCC(=O)Nc1cccc(-c2nc3ccccc3o2)c1
  i	i	-0.1%	-2%	1.4%	1%	17%	1%	4%	-17%	0.7%
11. COc1cccc(N(C(=O)c2ccco2)C(C(=O)NC2CCCC2)c2ccc(N(C)C)cc2)c1 (configuration not stated)
  i	i	-0.4%	0%	-0.6%	-5%	-8%	-23%	-9%	-12%	·
12. Cc1ccc(S(=O)(=O)N2CCN(C(=O)CSc3nnc(C)s3)C2)cc1
  ·	·	-0.1%	·	-0.9%	-8%	-6%	9%	-6%	-3%	-0.6%
13. CC1(C)CC(=O)c2c(-c3cccnc3)n[nH]c2C1
  i	i	0.2%	1%	-0.5%	4%	-2%	2%	-3%	1%	-4.8%
14. O=C(O)CSCc1c(F)cccc1Cl
  i	i	0.5%	0%	0.1%	-1%	-2%	5%	-3%	0%	-0.3%
15. Cc1cccc(NC(=O)c2cc(NC(=O)C3CCCCC3C(=O)O)ccc2Cl)n1 (configuration not stated)
  i	i	-1.0%	0%	6.0%	-6%	-7%	-8%	-10%	4%	-0.9%
16. COC(=O)/C=C\c1cc(O)ccc1O
  ·	·	2.8%	0%	-1.0%	4%	10%	?	-6%	-9%	·
17. CCOC(=O)CN1CC23C=CC(O2)C(C(=O)NCc2cccs2)C3C1=O (configuration not stated)
  i	i	1.0%	0%	-1.8%	4%	8%	1%	-8%	0%	-0.1%
18. CCN(CC)CCN(CC)Cc1ccccc1Br
  ·	·	-1.0%	9%	-1.6%	?	?	7%[11.4 µM]	-4%[11.4 µM]	-7%[11 µM]	-4.1%[0.0738 µM]
19. CCc1c(C)c2c(C)nn(-c3ccccc3)c2[nH]c1=O
  ·	·	0.9%	-5%	2.2%	-4%[9.17 µM]	?	-1%[11.4 µM]	7%[11.4 µM]	-2%[11 µM]	-2.1%[0.0738 µM]
20. CCC(C)C(NCc1cccc(C)c1)C(=O)O (configuration not stated)
  ?	?	1.7%	0%	-4.6%	0%	9%	1%	0%	-3%	1.5%[57.5 µM]
21. Cc1sc(NC(=O)c2oc3ccccc3c2C)c(C#N)c1C
  6.7e-08M*	7.9e-08M*	0.0%	5%	1.8%	-3%	-4%	2%	1%	-2%	0.1%
22. Cc1cccc2nc(=S)n(C(=O)c3ccco3)n12
  ?	?	-1.6%	3%	-0.6%	1%	?	-5%	8%	-5%	2.1%[57.5 µM]
23. O=C(c1ccncc1)N1CCC2(CC1)CN(Cc1cc(C(F)(F)F)cc(C(F)(F)F)c1)C2
  i	i	-0.3%	-2%[9.22 µM]	0.5%	-8%	?	19%	-3%	?	0.6%
24. O=C(O)c1ccc(Oc2nc3ccccc3s2)cc1
  i	i	0.9%[15.4 µM]	2%[9.22 µM]	-2.5%[15.4 µM]	-4%[9.17 µM]	0%[7.6 µM]	-6%[11.4 µM]	-2%[11.4 µM]	-2%[11 µM]	-2.6%[9.22 µM]
25. COc1cc(-c2nnc3n2N=C(c2ccccc2)CS3)cc(OC)c1OC
  i	i	0.9%	5%	-2.0%	4%	-5%	8%	-1%	-4%	-1.0%
26. CC(C)COc1ccc(C(=O)OC2CC(C)(C)OCC2CN(C)C)cc1 (configuration not stated)
  i	i	-1.8%	0%	0.0%	16%	5%	15%	-4%	-4%	9.7%[1.84 µM]
27. CCOc1ccc(-n2ccnc2SCC(=O)Nc2nnc(C)s2)cc1
  i	i	0.8%	4%	-0.6%	-7%	-1%	2%	0%	-3%	0.1%
28. CCOC(=O)CN1CC23C=CC(O2)C(C(=O)Nc2cc(OC)ccc2OC)C3C1=O (configuration not stated)
  ·	·	-1.1%	0%	-0.7%	9%	1%	3%	4%	-4%	0.0%
29. COc1ccc(C[C@H](C)NC[C@@H](O)c2ccc(O)c(NC=O)c2)cc1
  ·	·	0.2%	1%	-1.9%	5%	?	5%[25.6 µM]	-3%	-1%	·
30. CCOC(=O)c1cccc(NC(=O)CN2CCN(c3ccc(OC)cc3)CC2)c1
  i	i	0.2%	0%	-2.0%	-4%	8%	3%	-4%	-13%	-0.1%[57.5 µM]

Continued.
Values run as follows: A350 autofl	4-MU autofl	BRCT inh red	Epigenetic mod	BRCT inh green	Ub-GFP proteasome	CRE Fsk mod	ALOX15 inhib	Pol III holo inh	Hsp90 Hop PPI	HBB splicing
31. CCOC(=O)CCn1cc(F)c(=O)n(Cc2ccccc2)c1=O
  ·	·	-0.3%	3%	3.7%	-10%	1%	7%	-7%	-3%	-0.8%[9.22 µM]
32. CC(=O)Nc1ccc(OCC(O)CN2CCN(c3ccc(C)c(Cl)c3)CC2)cc1 (configuration not stated)
  i	i	0.4%	0%	0.1%	9%	-18%	-4%	-12%	-7%	-0.9%
33. c1ccc2sc(N3CCN(Cc4ccc5c(c4)OCO5)CC3)nc2c1
  ·	·	1.8%	0%	-0.6%	-2%	-17%	-47%[25.6 µM]	-6%	-6%	·
34. COc1ccc(OC)c(NC(=O)CSC2=NCCS2)c1
  i	i	-0.2%	0%	-0.2%	16%	-9%	1%	1%	-3%	0.9%
35. COc1ncc2nc(-c3cn(C)c4ccccc34)c(=O)n(C)c2n1
  ?	?	-1.3%	-7%[9.22 µM]	-6.7%	10%	?	-5%	-5%	-3%	1.5%
36. COc1ccc(C/C(N)=N/n2cnnc2)cc1
  ·	·	0.9%	-2%	-3.4%	-3%	-1%	5%	-4%	-1%	-0.9%
37. O=C(c1ccccc1)N1CCCC(C(=O)N2CCCCCC2)C1 (configuration not stated)
  i	i	-0.4%	5%	-2.4%	14%	2%	4%	-1%	0%	1.0%[1.84 µM]
38. COc1cccc(Cn2c(=O)c(-c3ccc(Cl)cc3)nc3cncnc32)c1
  i	i	-2.8%	8%[9.22 µM]	1.9%	6%	10µM*	-15%	-5%	-12%	0.8%
39. O=C(CN(CCc1ccccc1)C(=O)Cn1nnc(-c2cccs2)n1)NCc1ccco1
  i	i	-0.1%	-1%	-1.1%	0%	-19%	10%	4%	-2%	0.0%[57.5 µM]
40. COc1cccc(NC(=O)CCS(=O)(=O)c2cccs2)c1
  i	i	1.7%	3%	0.2%	11%	?	9%	1%	7%	-0.2%
41. COc1ccccc1-n1cnnc1SCC(=O)N1CCN(S(=O)(=O)c2ccccc2)CC1
  i	i	1.7%	-2%	1.5%	-3%	7%	11%	-10%	-2%	0.4%[57.5 µM]
